Compound activity from PubChem.
mIAP inh – blocks mouse intestinal alkaline phosphatase; 330,000 tested, 0.2% active; inhibition, % at 10 µM; purified mouse IAP, CDP-Star luminescence, 30 min;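 active = inhibition of at least 40% at 10 µM in the primary screen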;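 also: plate controls were DMSO with enzyme for no effect and no enzyme wells for full effect; values of inactives mirror those of a sister screen read the other way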
NLRP3 yeast inh – NALP3 inhibition in yeast | Yeast reconstituted NLRP3/ASC/caspase-1, beta-gal luminescence, 24 h | inhibition, % at 10 µM | 330,000 tested, 0.39% active | AID 2825;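 active = inhibition of 50% or more; inactive = inhibition below 50%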;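 also: plate controls were induced DMSO wells for no effect and uninduced yeast grown without galactose for full effect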
APOBEC3G inh – inhibitors of human APOBEC3G DNA deaminase | Q9HC16 | recombinant A3G, ssDNA deamination FAM/TAMRA fluorescence | inhibition, % at 20 µM | 330,000 tested, 0.28% active | AID 493012;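 active = inhibition of at least 40% at 20 µM, with no more than 30% in the related APOBEC3A deaminase screen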;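 also: plate controls were DMSO wells with A3G for no effect and wells lacking A3G enzyme for full effect; some compounds called inactive have numbers as strong as hits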
tim10-1 inh – tim10-1 yeast growth inhibition. 330,000 tested, 2.2% active. S. cerevisiae tim10-1 ts strain growth, BacTiter-Glo, 24 h. inhibition, % at 20 µM. AID 463190;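 active = inhibition of at least 40%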;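 also: mutant grown at 25 °C; 0% = DMSO wells with yeast and 100% = wells holding no yeast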
hIAP block – blocks human intestinal alkaline phosphatase. inhibition, % at 10 µM. AID 2544. purified IAP, CDP-Star luminescence, 30 min. 330,000 tested, 0.12% active;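 active = inhibition reaching a set limit with compound at 10 µM in the primary screen, cut at about 35% in these data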;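 also: plate controls were DMSO wells with enzyme for no effect and no-enzyme buffer wells for full effect; values of inactives mirror those of a sister screen read the other way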
Target sequence (P09923 whole entry, looked up): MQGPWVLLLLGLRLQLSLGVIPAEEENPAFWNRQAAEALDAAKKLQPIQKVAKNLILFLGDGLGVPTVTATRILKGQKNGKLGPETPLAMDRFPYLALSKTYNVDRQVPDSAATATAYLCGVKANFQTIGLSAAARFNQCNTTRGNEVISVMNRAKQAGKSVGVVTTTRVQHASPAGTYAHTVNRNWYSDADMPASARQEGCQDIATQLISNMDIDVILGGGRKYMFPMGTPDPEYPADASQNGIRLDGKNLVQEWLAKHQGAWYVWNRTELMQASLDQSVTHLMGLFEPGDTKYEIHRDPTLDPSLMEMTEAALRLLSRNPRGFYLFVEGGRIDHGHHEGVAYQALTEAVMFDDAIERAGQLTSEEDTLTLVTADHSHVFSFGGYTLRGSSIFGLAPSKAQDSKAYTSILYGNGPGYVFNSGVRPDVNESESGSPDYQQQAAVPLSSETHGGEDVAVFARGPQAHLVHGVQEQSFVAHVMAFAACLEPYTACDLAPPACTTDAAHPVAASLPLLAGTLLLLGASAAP
TIM10 inh – growth inhibitors of TIM10 yeast strain; AID 463195; inhibition, % at 10 µM; 330,000 tested, 1.4% active; S. cerevisiae TIM10 strain growth, BacTiter-Glo luminescence, 24 h;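 active = inhibition of 40% or more at the single tested concentration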;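 also: wild-type TIM10 isogenic control strain grown at permissive 25 °C; 0% = DMSO yeast wells and 100% = minimal medium wells without yeast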
A3A deaminase – human APOBEC3A DNA deaminase inhibition. recombinant A3A, FAM/TAMRA ssDNA deamination fluorescence. AID 493011. P31941. inhibition, % at 20 µM. 330,000 tested, 0.41% active;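 active = at least 40% inhibition at 20 µM here, with at most 30% in a related deaminase screen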;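 also: plate controls were A3A with DMSO for no effect and wells lacking A3A enzyme for full effect; some results filed as inactive read as strong as hits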
Target sequence (P31941 whole entry, looked up): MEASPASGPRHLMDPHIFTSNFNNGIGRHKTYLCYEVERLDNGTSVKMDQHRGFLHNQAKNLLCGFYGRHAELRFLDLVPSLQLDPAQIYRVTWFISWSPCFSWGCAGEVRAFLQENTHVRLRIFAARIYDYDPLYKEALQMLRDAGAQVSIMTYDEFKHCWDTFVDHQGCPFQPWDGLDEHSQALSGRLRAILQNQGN
mIAP activ – mouse IAP activation. activation factor at 10 µM. muIAP, CDP-Star luminescence, 30 min; stronger effect = higher value; 1 = vehicle-only enzyme signal, 0 = enzyme-free wells. 330,000 tested, 0.24% active;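 active = activation factor of at least 2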; also: the source names both 10 and 20 µM as test concentration; values of inactives mirror those of a sister screen read the other way
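Assay system: mouse IAP enzyme; Reagent: CDP-Star chemiluminescent phosphatase substrate; Compound: DMSO-dissolved test compounds; Incubation: 30 min, room temperature; Technique: luminescence from enzymatic CDP-Star hydrolysis; Controls: DMSO-only wells and no-enzyme negative control.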
MIN6 prolif – inducers of beta-cell replication in MIN6 cells; 330,000 tested, 0.29% active; MIN6 cells proliferation, ATPlite luminescence, 48 h; cells starved in 0.2% serum; 100% = growth in 10% serum; proliferation, % at 10 µM;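 active = compounds whose signal lies at least 3.5 SD above the mean of all wells on their plate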;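 also: 0% = DMSO-treated cells in low-serum medium and 100% = 10% serum control; some compounds called inactive have numbers as strong as hits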
Active calls of the source: *. Rows are unselected; about 4.6% have a hit in one of these screens.

`O=C(Cc1ccccc1)Nc1ccc(N2CCCC2)cc1` gave mIAP inh 20, NLRP3 yeast inh 16, APOBEC3G inh 1, tim10-1 inh -20, hIAP block -34, TIM10 inh -41, A3A deaminase -3, mIAP activ 0.8 and MIN6 prolif -1.
Screening CCS(=O)(=O)N1Cc2ccccc2CC1C(=O)Nc1nc2c(C)cccc2s1 (stereo not given) returned mIAP inh 0, NLRP3 yeast inh 17, APOBEC3G inh 5, tim10-1 inh 27, hIAP block -43, TIM10 inh 22, A3A deaminase 4, mIAP activ 1 and MIN6 prolif -2.
S=C1NC2=C(CCCC2)C2(CCCCC2)N1 was read as mIAP inh -2, NLRP3 yeast inh 26, APOBEC3G inh -7, tim10-1 inh 7, hIAP block 11, TIM10 inh -5, A3A deaminase -3, mIAP activ 1 and MIN6 prolif -2.
For COc1cccc(NC(=O)CC2Oc3ccccc3NC2=O)c1 (stereo not given) the results were mIAP inh -11, NLRP3 yeast inh -15, APOBEC3G inh -2, tim10-1 inh 2, hIAP block 3, TIM10 inh 6, A3A deaminase -1, mIAP activ 1.1 and MIN6 prolif -2.
Screening C/C(=N/NC(=O)c1cn(-c2cccc(C)n2)cn1)c1ccc(C)cc1 returned mIAP inh 0, NLRP3 yeast inh 18, APOBEC3G inh -1, tim10-1 inh 18, hIAP block 22, TIM10 inh 11, A3A deaminase -4, mIAP activ 1 and MIN6 prolif -1.
Screening COc1ccc(CNCc2ccncc2)cc1OC returned mIAP inh 4, NLRP3 yeast inh -16, APOBEC3G inh 0, tim10-1 inh 1, hIAP block 26, TIM10 inh 1, A3A deaminase -4, mIAP activ 0.95 and MIN6 prolif 0.
For COc1cc(/C=C2\N=C(C)OC2=O)cc(Cl)c1OC(C)=O the results were mIAP inh -10, NLRP3 yeast inh -9, APOBEC3G inh -7, tim10-1 inh 20, hIAP block -6, TIM10 inh -8, A3A deaminase -3, mIAP activ 1.1 and MIN6 prolif -2.
`O=C(NCCc1csc(-c2ccccc2)n1)c1cccs1` gave mIAP inh 4, NLRP3 yeast inh 31, APOBEC3G inh -1, tim10-1 inh -1, hIAP block -2, TIM10 inh -12, A3A deaminase 3, mIAP activ 0.96 and MIN6 prolif 1.
COc1ccccc1CNC(=O)C1Cc2ccccc2C(=O)O1 (stereo not given) was read as mIAP inh 6, NLRP3 yeast inh 18, APOBEC3G inh -9, tim10-1 inh 16, hIAP block 6, TIM10 inh 8, A3A deaminase 0, mIAP activ 0.94 and MIN6 prolif -4.
Screening OCC[C@@H]1C[C@@H](O)[C@H](O)[C@@]2(CCc3ccccc3CO2)O1 returned mIAP inh -9, NLRP3 yeast inh 23, APOBEC3G inh -11, tim10-1 inh 0, hIAP block -14, TIM10 inh 11, A3A deaminase -3, mIAP activ 1.1 and MIN6 prolif 4.
Screening O=C(CC1C(=O)NCCN1CC(c1ccccc1)c1ccccc1)NCCc1cn[nH]c1 (stereo not given) returned mIAP inh 3, NLRP3 yeast inh -11, APOBEC3G inh -3, tim10-1 inh 16, hIAP block -11, TIM10 inh 22, A3A deaminase -4, mIAP activ 0.97 and MIN6 prolif -2.
`CCc1ccc([C@@H]2CC=C(C(=O)O)[C@H](c3ccc(C(C)(C)C)cc3)N2S(=O)(=O)c2ccc(C)cc2)cc1` gave mIAP inh 21, NLRP3 yeast inh 12, APOBEC3G inh -8, tim10-1 inh -20, hIAP block 7, TIM10 inh 6, A3A deaminase -6, mIAP activ 0.79 and MIN6 prolif -5.
For COc1ccc2cnn(-c3ccccc3C)c(=O)c2c1OC the results were mIAP inh -11, NLRP3 yeast inh 21, APOBEC3G inh -7, tim10-1 inh 10, hIAP block 3, TIM10 inh 8, A3A deaminase -5, mIAP activ 1.1 and MIN6 prolif -1.
Screening O=C(c1cccc(S(=O)(=O)N2CCOCC2)c1)N1CCC(Cc2ccccc2)CC1 returned mIAP inh -4, NLRP3 yeast inh 4, APOBEC3G inh -6, tim10-1 inh 16, hIAP block 6, TIM10 inh 6, A3A deaminase 0, mIAP activ 1 and MIN6 prolif -4.
Screening CCOc1cc(C)ccc1OCc1nnc(SCC(=O)Nc2cccc(C(=O)O)c2)n1-c1ccccc1 returned mIAP inh -3, NLRP3 yeast inh 18, APOBEC3G inh -5, tim10-1 inh 5, hIAP block -8, TIM10 inh -2, A3A deaminase -3, mIAP activ 1 and MIN6 prolif -3.
`CCN(C[C@H]1N[C@@](CC)(C(=O)OC)[C@H]2C(=O)N(Cc3ccccc3)C(=O)[C@@H]12)C(=O)C1CCCCC1` gave mIAP inh 9, NLRP3 yeast inh 0, APOBEC3G inh -7, tim10-1 inh 4, hIAP block 10, TIM10 inh 8, A3A deaminase -6, mIAP activ 0.91 and MIN6 prolif -2.
Screening CCOC(=O)C1CCCC(NS(=O)(=O)c2ccc(NC(C)=O)cc2)C1 (stereo not given) returned mIAP inh 6, NLRP3 yeast inh -1, APOBEC3G inh -8, tim10-1 inh -4, hIAP block 8, TIM10 inh -1, A3A deaminase -3, mIAP activ 0.94 and MIN6 prolif -2.
CCOC(=O)C1CCCN(C(=O)CSc2nnc3nc(C)cc(C)n23)C1 (stereo not given) was read as mIAP inh -6, NLRP3 yeast inh 4, APOBEC3G inh -5, tim10-1 inh 3, hIAP block -6, TIM10 inh -4, A3A deaminase 1, mIAP activ 1.1 and MIN6 prolif 0.
For COc1ccccc1CNCc1cccs1 the results were mIAP inh 3, NLRP3 yeast inh 0, APOBEC3G inh -7, tim10-1 inh 5, hIAP block 15, TIM10 inh 0, A3A deaminase -1, mIAP activ 0.97 and MIN6 prolif 0.
Screening Cc1cc(C)c2cc(CN(CC3CCCO3)S(=O)(=O)c3ccc4c(c3)OCCO4)c(=O)[nH]c2c1 (stereo not given) returned mIAP inh 6, NLRP3 yeast inh 24, APOBEC3G inh 3, tim10-1 inh -8, hIAP block 6, TIM10 inh 12, A3A deaminase 1, mIAP activ 0.94 and MIN6 prolif -2.
For O=C(N/C(=C\c1ccco1)C(=O)N1CCOCC1)c1ccco1 the results were mIAP inh 10, NLRP3 yeast inh 9, APOBEC3G inh -6, tim10-1 inh 10, hIAP block 20, TIM10 inh 4, A3A deaminase -5, mIAP activ 0.9 and MIN6 prolif 5.
`Cc1cccc(C)c1NC(=S)N(CCc1ccncc1)C(C)C` gave mIAP inh -7, NLRP3 yeast inh 15, APOBEC3G inh 7, tim10-1 inh 10, hIAP block 7, TIM10 inh -3, A3A deaminase 9, mIAP activ 1.1 and MIN6 prolif 0.
`Cc1nn(-c2ccccc2)c(C)c1NC(=O)COc1ccc(Br)cc1Cl` gave mIAP inh -9, NLRP3 yeast inh 13, APOBEC3G inh -6, tim10-1 inh 20, hIAP block 3, TIM10 inh 35, A3A deaminase 0, mIAP activ 1.1 and MIN6 prolif -4.
For CCn1c(SC(C)C(=O)Nc2ccc3c(c2)OCCO3)nnc1C1CC1 (stereo not given) the results were mIAP inh -4, NLRP3 yeast inh 18, APOBEC3G inh 0, tim10-1 inh -13, hIAP block 2, TIM10 inh 3, A3A deaminase -2, mIAP activ 1 and MIN6 prolif -3.
For CC1(C)Cc2c(sc(NC(=O)c3ccc(Br)o3)c2C#N)CO1 the results were mIAP inh 12, NLRP3 yeast inh 7, APOBEC3G inh -2, tim10-1 inh 11, hIAP block 17, TIM10 inh 14, A3A deaminase -3, mIAP activ 0.88 and MIN6 prolif -4.
For COc1ccc([N+](=O)[O-])cc1NC(=O)COC(=O)C=C(C)C the results were mIAP inh -7, NLRP3 yeast inh 19, APOBEC3G inh 2, tim10-1 inh -13, hIAP block -21, TIM10 inh -31, A3A deaminase 4, mIAP activ 1.1 and MIN6 prolif -3.
Screening O=C(CSc1nnc2ccc(-c3cccnc3)nn12)Nc1ccccc1F returned mIAP inh -6, NLRP3 yeast inh 3, APOBEC3G inh -5, tim10-1 inh -5, hIAP block -13, TIM10 inh -1, A3A deaminase -2, mIAP activ 1.1 and MIN6 prolif -1.
COc1ccccc1NC(=O)CSc1n[nH]c(Cc2ccccc2)n1 was read as mIAP inh -3, NLRP3 yeast inh 1, APOBEC3G inh -6, tim10-1 inh -10, hIAP block -49, TIM10 inh -9, A3A deaminase -1, mIAP activ 1 and MIN6 prolif -1.
Screening COc1ccc2c(=O)c(-c3ccccc3C)c(C)oc2c1 returned mIAP inh 7, NLRP3 yeast inh 24, APOBEC3G inh -7, tim10-1 inh -7, hIAP block -11, TIM10 inh -9, A3A deaminase -2, mIAP activ 0.93 and MIN6 prolif 0.
COc1ccc2[nH]c(=O)c(CN(CCO)S(=O)(=O)c3ccc4c(c3)OCCO4)cc2c1 was read as mIAP inh 0, NLRP3 yeast inh 6, APOBEC3G inh -6, tim10-1 inh 6, hIAP block 13, TIM10 inh 2, A3A deaminase 2, mIAP activ 1 and MIN6 prolif -2.
`O=C(COC(=O)[C@H](Cc1ccccc1)NC(=O)c1cccs1)NC1CCCCC1` gave mIAP inh -11, NLRP3 yeast inh 1, APOBEC3G inh -6, tim10-1 inh -8, hIAP block -2, TIM10 inh -21, A3A deaminase 3, mIAP activ 1.1 and MIN6 prolif -2.
Screening CCc1ccc(Nc2oc(C)cc(=O)c2C(C)=O)cc1 returned mIAP inh 8, NLRP3 yeast inh 10, APOBEC3G inh -1, tim10-1 inh 6, hIAP block 3, TIM10 inh 17, A3A deaminase -3, mIAP activ 0.93 and MIN6 prolif -2.
`Cc1cc(Nc2cccc(C(F)(F)F)c2)n2nc(C)nc2n1` gave mIAP inh -7, NLRP3 yeast inh 20, APOBEC3G inh -6, tim10-1 inh -2, hIAP block 6, TIM10 inh -17, A3A deaminase -5, mIAP activ 1.1 and MIN6 prolif -2.
Cc1nc(SCC(=O)O)n[nH]1 was read as mIAP inh -6, NLRP3 yeast inh 1, APOBEC3G inh -5, tim10-1 inh -4, hIAP block -2, TIM10 inh -14, A3A deaminase -2, mIAP activ 1.1 and MIN6 prolif -4.
CC1CC(=O)N(CC(=O)Nc2ccc(F)cc2)c2ccccc2S1(=O)=O (stereo not given) was read as mIAP inh 2, NLRP3 yeast inh 7, APOBEC3G inh -3, tim10-1 inh 28, hIAP block -21, TIM10 inh 5, A3A deaminase -1, mIAP activ 0.98 and MIN6 prolif 1.
`Cc1ccc(-c2c(C)sc3ncn(CC(=O)N4CCOCC4)c(=O)c23)cc1C` gave mIAP inh 10, NLRP3 yeast inh 5, APOBEC3G inh -1, tim10-1 inh -6, hIAP block 7, TIM10 inh -1, A3A deaminase 8, mIAP activ 0.9 and MIN6 prolif -2.
